From PubChem
CIT2-GFP yeast: modulators of CIT2-GFP expression in yeast, primary screen, S. cerevisiae, GFP fusion, multiplex flow cytometry, MLPCN library | GFP response vs DMSO, % at 10 µM | AID 2029, 2009 | 0.065% of 320,000 active | S. cerevisiae CIT2-GFP strain, 3 h; 100 means same as DMSO wells;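 active means GFP response relative to DMSO above a set limit, near the screen mean plus 3 SD, cut at about 150% in these data; inconclusive means Fewer than 70 cells measured for a yeast strain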;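 further: ratio of well median GFP fluorescence to mean of DMSO wells on the plate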
GASC-1 inh: inhibitors of GASC-1 histone demethylase, primary screen, biochemical, fluorescence, DELFIA europium; GST-JMJD2C(1-420) H3K9me3 demethylation; inhibition, % at 2.35 µM; 0.069% of 330,000 active;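 active means more than half of a compound's replicate wells show inhibition beyond 50%, single wells judged on their own value; inconclusive means some, but no more than half, of replicates pass 50% inhibition; inactive means no replicate passes 50% inhibition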;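 further: signal counts dimethyl H3K9 product captured on neutravidin plate; 0% = median of DMSO wells and 100% = 0.3 times that DMSO median; strong numbers were not always called active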
Target sequence (Q9H3R0 1-420 limits assumed): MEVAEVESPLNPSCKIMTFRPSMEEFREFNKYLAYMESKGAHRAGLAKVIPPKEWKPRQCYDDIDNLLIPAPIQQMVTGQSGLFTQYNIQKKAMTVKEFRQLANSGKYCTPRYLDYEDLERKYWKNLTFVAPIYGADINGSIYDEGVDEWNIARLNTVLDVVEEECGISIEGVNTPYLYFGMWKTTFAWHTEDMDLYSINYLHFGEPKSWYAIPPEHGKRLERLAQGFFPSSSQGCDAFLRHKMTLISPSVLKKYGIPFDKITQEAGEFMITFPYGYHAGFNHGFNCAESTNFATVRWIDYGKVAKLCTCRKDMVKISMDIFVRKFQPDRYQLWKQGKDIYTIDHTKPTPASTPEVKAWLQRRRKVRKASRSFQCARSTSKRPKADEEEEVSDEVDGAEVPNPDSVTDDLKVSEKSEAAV
RPL19A TOR yeast: RPL19A-GFP expression modulators in yeast, primary screen, cell-based, S. cerevisiae, multiplex flow cytometry, MLPCN; S. cerevisiae RPL19A-GFP strain, 3 h; stronger effect = lower value; 0.3% of 330,000 active; percent response vs DMSO, % at 10 µM;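 active means percent response vs DMSO below 50%; inconclusive means fewer than 70 events counted for the yeast strain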;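 further: median channel GFP fluorescence of the barcoded RPL19A-GFP strain; ratio of sample median GFP to plate DMSO average so 100% = DMSO; lower means less RPL19A-GFP as with rapamycin TOR inhibition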
GRK2 aptamer HTS: compounds blocking aptamer binding on GRK2 – biochemical, human GRK2, bead flow cytometry, HTS, primary screen; inhibition of aptamer binding, % at 10 µM; 0.59% of 330,000 active; AID 488847, 2010; FAM-aptamer displacement from GRK2;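 active means inhibition of aptamer binding above 40%, roughly 3 SD of noise, on plates passing a quality check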;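 further: median bead fluorescence of bound FAM aptamer so fluorescent compounds give negative values; no value below 0 was filed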
Target sequence (P25098 whole entry, looked up): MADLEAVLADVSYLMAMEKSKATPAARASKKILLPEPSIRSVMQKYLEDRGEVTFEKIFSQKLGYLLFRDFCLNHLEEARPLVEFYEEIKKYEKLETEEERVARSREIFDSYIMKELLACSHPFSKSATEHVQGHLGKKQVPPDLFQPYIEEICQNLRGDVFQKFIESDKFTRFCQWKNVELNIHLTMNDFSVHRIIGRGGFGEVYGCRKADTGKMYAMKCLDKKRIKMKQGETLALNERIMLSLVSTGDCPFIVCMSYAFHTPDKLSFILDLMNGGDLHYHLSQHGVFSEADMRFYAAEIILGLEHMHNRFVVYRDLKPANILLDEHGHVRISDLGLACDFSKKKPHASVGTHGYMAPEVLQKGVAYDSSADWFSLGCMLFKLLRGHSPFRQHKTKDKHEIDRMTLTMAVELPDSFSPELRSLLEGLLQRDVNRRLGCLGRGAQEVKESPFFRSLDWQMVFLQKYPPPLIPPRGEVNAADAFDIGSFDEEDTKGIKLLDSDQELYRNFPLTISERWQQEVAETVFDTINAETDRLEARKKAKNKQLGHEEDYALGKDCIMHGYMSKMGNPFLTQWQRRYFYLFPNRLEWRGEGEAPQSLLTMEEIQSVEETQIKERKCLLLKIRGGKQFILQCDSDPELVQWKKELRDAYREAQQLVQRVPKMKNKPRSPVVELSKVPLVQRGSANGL
LAP4-GFP MLPCN: modulators of LAP4-GFP expression in yeast, primary screen, S. cerevisiae, multiplex flow cytometry, MLPCN library | GFP response vs DMSO, % at 10 µM | 0.34% of 320,000 active | AID 2023, 2009 | 3 h; median GFP as percent of DMSO wells;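 active means GFP response vs DMSO above a set limit, about the screen mean plus 3 SD, cut at about 150% in these data; inconclusive means under 70 cell events counted for the yeast strain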
AGP1-GFP MLPCN: modulators of AGP1-GFP expression in yeast TOR pathway, primary screen, cell-based, multiplex flow cytometry, S. cerevisiae, MLPCN library; GFP response vs DMSO, % at 10 µM; AID 2066, 2009; 3 h; GFP as percent of DMSO wells; 0.02% of 320,000 active;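 active means GFP response relative to DMSO above a set limit, near screen average plus 3 SD, cut at about 150% in these data; inconclusive means fewer than 70 cells counted for the yeast strain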;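 further: median GFP channel fluorescence of the gated AGP1 strain per well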
VLA-4 inh: inhibition in human VLA-4 binding assay, primary screen, VLA-4 allosteric modulator project, MLPCN library, flow cytometry, VLA-4 expressing cells. Integrin alpha-4 (Homo sapiens), P13612. ligand binding flow cytometry. inhibition, % (about 7 µM as worked out from the volumes in the protocol). 0.2% of 330,000 active; in the data active means inhibition above about 50%
MEP2 TOR yeast: modulators of MEP2-GFP levels in yeast, primary screen, S. cerevisiae, multiplex flow cytometry, MLPCN library. S. cerevisiae MEP2-GFP strain, 3 h; 100% = DMSO control level. GFP response vs DMSO, % at 10 µM. 0.51% of 330,000 active;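 active means GFP response versus DMSO above a set limit, roughly screen mean plus 3 SD, cut at about 180% in these data; inconclusive means fewer than 70 cells counted for a yeast strain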;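 further: median GFP fluorescence of the barcode-gated MEP2-GFP cells per well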
Numbers without * were called inactive; ? = inconclusive; · = not tested or not shown; & = joins results of further samples; [ ] = another dose, or the depositor's remark.

MEP2 TOR yeast | AGP1-GFP MLPCN | RPL19A TOR yeast | VLA-4 inh | GASC-1 inh | GRK2 aptamer HTS | LAP4-GFP MLPCN | CIT2-GFP yeast | mol
105.1 | 102.4 | 102.4 | -83.7 | · | 0.0 | 108.0 | 103.9 | Cc1ccc(OCC(=O)N(Cc2ccco2)c2c(N)n(Cc3ccccc3)c(=O)[nH]c2=O)cc1C
104.0 | 94.7 | 95.8 | -16.9 | 7.0 | 7.0 | 101.8 | 90.0 | N#Cc1c(N2CCOCC2)nc(-c2ccco2)c2c1CCCC2
101.7 | 103.1 | 104.4 | -2.3 | -5.9 | 19.0 | 106.3 | 113.6 | COC(=O)c1ccccc1NC(=O)C1CC=CCC1C(=O)O (stereo unspecified)
106.4 | 106.0 | 100.0 | 15.1 | 7.6 | 5.0 | 106.2 | 103.8 | Cc1ccc2c(c1)N(CC(=O)NC1CCC(C)CC1)C(=O)c1cccnc1O2 (stereo unspecified)
92.4 | 86.1 | 86.9 | -14.1 | -1.4 | 1.0 | 89.2 | 86.5 | CSc1nsc(/C=C/Nc2ccc(Cl)cc2)c1C#N
103.6 | 99.7 | 100.9 | -2.9 | -6.3&10.6 | 0.0 | 100.5 | 101.5 | O=C(CN(CCc1ccccc1)C(=O)CNS(=O)(=O)c1ccccc1)NCC1CCCO1 (stereo unspecified)
98.4 | 95.5 | 90.6 | -5.5 | -1.6 | 1.0 | 105.9 | 87.0 | O=C(CCc1ccccc1)N1CCN(c2ccc(Cl)cc2)CC1
101.6 | 105.3 | 102.2 | 4.3 | -6.0 | 1.0 | 106.4 | 101.0 | Cc1ccc(O)c(NC(=O)CSc2n[nH]c(-c3ccccc3)n2)c1
105.6 | 93.1 | 87.5 | 11.1 | 3.9 | 0.0 | 103.3 | 97.6 | CC(C)=CCN1CCN(Cc2ccc3nsnc3c2)CC1CCO (stereo unspecified)
107.6 | 96.4 | 100.1 | -8.7 | -14.3 | 4.0 | 90.7 | 106.8 | CC1(C)CC(=O)c2cc3c(nc2C1)CC(C)(C)CC3=O
90.7 | 117.7 | 91.9 | -3.9 | 14.7 | 3.0 | 99.1 | 113.1 | CCOC(=O)c1cn(Cc2ccc(Cl)cc2Cl)c2cc(C)nn2c1=O
101.5 | 107.0 | 100.2 | -1.4 | 6.0 | 0.0 | 104.3 | 100.3 | CCN(CC)S(=O)(=O)c1ccc(N2CCOCC2)c(NC(=O)COc2ccc(Cl)cc2)c1
110.2 | 109.0 | 119.3 | -7.8 | 5.2 | 8.0 | 102.5 | 101.6 | CCN1CCN(c2cc(=O)n(Cc3ccc(F)cc3)c(=O)[nH]2)CC1
103.0 | 102.7 | 101.7 | 6.4 | -1.3 | 0.0 | 98.4 | 101.5 | CCn1nccc1C(=O)Nc1ccc(Cl)cn1
110.2 | 106.3 | 99.2 | 5.0 | 8.6 | 2.0 | 109.4 | 100.5 | Cc1ccc(SC[C@H](C)CN2CC[C@H](C)CCC2=O)cc1
103.0 | 102.6 | 105.9 | -10.5 | 1.7 | 0.0 | 87.1 | 110.7 | OC(COc1ccccc1)CN1CCN(C(c2ccccc2)c2ccccc2)CC1 (stereo unspecified)
102.5 | 94.2 | 103.2 | -1.4 | -0.8 | 31.0 | 102.5 | 96.3 | C#CCSc1nsc(SCC#C)c1C#N
101.4 | 103.5 | 99.7 | 5.0 | 1.3 | 0.0 | 102.0 | 107.8 | CN(C)CCCCOc1ccc(Br)cc1Cl
79.9[may fluoresce red] | 94.4[may fluoresce red] | ? | 0.1 | -2.0 | 3.0 | 79.1[may fluoresce red] | 93.6[may fluoresce red] | COc1ccccc1N1CCN(C(=O)c2ccccc2N(C)S(=O)(=O)c2ccc(C)cc2)CC1
107.5 | 95.6 | 102.3 | -14.1 | -8.3 | 2.0 | 85.6 | 101.4 | CC(=O)NN1C(=O)c2ccccc2NC1c1ccc(N(C)C)cc1 (stereo unspecified)

(listing goes on)
MEP2 TOR yeast | AGP1-GFP MLPCN | RPL19A TOR yeast | VLA-4 inh | GASC-1 inh | GRK2 aptamer HTS | LAP4-GFP MLPCN | CIT2-GFP yeast | mol
117.5 | 120.5 | 108.7 | -1.9 | -2.6 | 4.0 | 123.9 | 99.4 | COc1ccc(C(=O)N/N=C(\C)CC(=O)Nc2ccc3c(c2)OCO3)cc1
98.0 | 106.1 | 100.5 | 41.6 | 6.6 | 2.0 | 101.0 | 102.3 | O=C(COC(=O)/C=C/c1ccc(Cl)cc1)NC1CCCCCC1
85.5 | 96.7 | 97.7 | 11.3 | 2.6 | 0.0 | 81.7 | 98.2 | O=C(N/N=C/c1ccccc1C(=O)O)c1ccncc1
125.9 | 107.7 | 92.9 | 51.0* | -1.3 | 0.0 | 111.3 | 107.5 | COc1ccc(NC(=O)CCN2C(=O)c3cccc([N+](=O)[O-])c3C2=O)cc1
91.5 | 92.8 | 86.7 | 7.1 | 10.7 | 0.0 | 90.0 | 101.8 | Cc1cccn2c(=O)c3cc(C(=O)NC4CCS(=O)(=O)C4)n(Cc4ccccc4)c3nc12 (stereo unspecified)
103.6 | 96.1 | 106.3 | 5.4 | 3.4 | 0.0 | 98.7 | 95.7 | COc1ccc(C(=O)CSc2nc3ccc([N+](=O)[O-])cc3[nH]2)cc1
109.6 | 94.8 | 97.1 | -14.4 | -10.0 | 0.0 | 114.5 | 94.0 | COC(=O)c1[nH]c2ccccc2c1NC(=O)Oc1ccccc1
113.4 | 110.0 | 94.3 | 2.1 | 1.3 | 2.0 | 122.0 | 93.6 | O=C(NC(=S)NCC1CCCO1)C(c1ccccc1)c1ccccc1 (stereo unspecified)
95.4 | 113.4 | 99.8 | 7.3 | -0.5 | 0.0 | 100.8 | 114.1 | Cc1cc(C(=O)OCC(=O)N2CC(C)OC(C)C2)c2ccccc2n1 (stereo unspecified)
109.0 | 110.0 | 109.7 | 10.7 | 7.6 | 2.0 | 97.0 | 98.2 | CCC(=O)Nc1cccc(NC(=O)c2cccnc2)c1
102.6 | 98.3 | 99.4 | 20.2 | 2.0 | 0.0 | 99.4 | 101.5 | CCOc1cc(S(=O)(=O)N2CCN(CC)CC2)ccc1Cl
104.4 | 90.7 | 98.0 | -3.5 | 1.8 | 0.0 | 99.2 | 98.8 | COc1ccc(C(=O)NC(=S)Nc2ccc(N3CCOCC3)cc2)cc1Cl
103.6 | 103.6 | 102.5 | -8.7 | 4.1 | 1.0 | 94.8 | 104.2 | COc1ccc(N(CC(=O)NC2CCCC2)S(=O)(=O)c2ccc(NC(C)=O)cc2)cc1
109.5 | 103.3 | 104.7 | -5.2 | -6.0 | 1.0 | 105.7 | 111.6 | COC(=O)c1ccc(CSc2nnc(C)s2)cc1
104.6 | 101.6 | 104.2 | -5.2 | -6.5 | 2.0 | 100.9 | 104.2 | CCOP(=O)(OCC)c1nc(-c2ccccc2)oc1N1CCCCC1
99.8 | 107.0 | 97.7 | 0.1 | -2.1 | 0.0 | 99.4 | 95.7 | Cc1nc2ccc(NC(=O)NC(=O)c3c(Cl)cccc3Cl)cc2o1
99.3 | 98.8 | 101.2 | 4.4 | 8.6 | 1.0 | 89.0 | 98.3 | O=c1[nH]c2ccc(N/C(=N/S(=O)(=O)c3ccccc3)c3ccccc3)cc2[nH]1
95.4 | 99.4 | 95.3 | 32.5 | 21.2 | 0.0 | 98.4 | 100.7 | O=C(NCCCl)C1Cc2c(ccc3ccccc23)O1 (stereo unspecified)
100.4 | 108.2 | 102.8 | 4.4 | 13.2 | 2.0 | 106.0 | 102.1 | CC(=O)c1ccc(S(=O)(=O)N2CCC3(CC2)CC(=O)c2ccccc2O3)cc1
108.7 | 107.3 | 106.0 | 8.7 | 1.0 | 4.0 | 103.0 | 105.9 | CCc1nc(Sc2nnnn2-c2ccccc2)c2c3c(sc2n1)CCCC3

Some of these compounds in order of number of heavy atoms, largest number first:
MEP2 TOR yeast | AGP1-GFP MLPCN | RPL19A TOR yeast | VLA-4 inh | GASC-1 inh | GRK2 aptamer HTS | LAP4-GFP MLPCN | CIT2-GFP yeast | mol
104.6 | 101.6 | 104.2 | -5.2 | -6.5 | 2.0 | 100.9 | 104.2 | CCOP(=O)(OCC)c1nc(-c2ccccc2)oc1N1CCCCC1
109.0 | 110.0 | 109.7 | 10.7 | 7.6 | 2.0 | 97.0 | 98.2 | CCC(=O)Nc1cccc(NC(=O)c2cccnc2)c1
95.4 | 99.4 | 95.3 | 32.5 | 21.2 | 0.0 | 98.4 | 100.7 | O=C(NCCCl)C1Cc2c(ccc3ccccc23)O1 (stereo unspecified)

More results follow.
MEP2 TOR yeast | AGP1-GFP MLPCN | RPL19A TOR yeast | VLA-4 inh | GASC-1 inh | GRK2 aptamer HTS | LAP4-GFP MLPCN | CIT2-GFP yeast | mol
106.2 | 91.2 | 97.9 | -54.8 | -3.3 | 1.0 | 101.8 | 93.6 | O=C1CCNc2cc3ccccc3cc21
103.7 | 100.3 | 90.7 | 21.3 | -16.4 | 2.0 | 101.2 | 96.5 | CN(Cc1ccccc1)c1cc(Cl)nc(N)n1
100.8 | 106.0 | 102.2 | -16.9 | 1.9 | 0.0 | 101.7 | 103.7 | CCCOC(=O)CCNc1n[nH]c(=O)[nH]c1=O
89.8 | 92.2 | 92.3 | -13.1 | ? | 2.0 | 93.1 | 86.8 | Cc1ccc(N2CC(C)Cn3c2nc2c3c(=O)n(CC(=O)OCc3ccccc3)c(=O)n2C)cc1C (stereo unspecified)
96.7 | 98.1 | 105.5 | 12.9 | 6.5 | 3.0 | 92.2 | 105.0 | CC(C)[C@H](NC(=O)c1ccccc1)C(=O)OCC(=O)NCc1ccc2c(c1)OCO2
103.5 | 96.4 | 100.5 | -0.7 | -28.7 | 7.0 | 94.5 | 96.8 | CCOC(=O)CC(=O)CSc1nc2c(c(-c3cccs3)c1C#N)CCC2
104.7 | 104.4 | 96.2 | 3.9 | 2.5 | 1.0 | 99.5 | 107.6 | COc1ccsc1C(=O)Nc1ccc(F)cc1F
109.0 | 99.1 | 108.5 | -12.2 | 16.3 | 1.0 | 97.2 | 100.4 | COc1ccc(-c2cc(C(=O)Nc3cc(C)ccc3O)no2)cc1
107.3 | 116.7 | 105.1 | 16.0 | -8.0 | 0.0 | 98.6 | 99.5 | Cc1cc(-n2c(C)cc(C(=O)CN3C(=O)NC4(CCCCC4C)C3=O)c2C)no1 (stereo unspecified)
90.7 | · | 89.9 | -24.6 | -4.8 | 1.0 | · | · | COc1ccc(N2C(=O)[C@@H]3[C@H](C2=O)[C@H](C(C)=O)N2c4ccccc4C=C[C@@H]32)cc1
94.6 | 98.1 | 94.8 | 16.6 | -17.3 | 1.0 | 90.8 | 96.4 | CCC(C)(C)n1nnnc1CN1CCN(c2ccc(OC)cc2)CC1
99.1 | · | 104.1 | -13.4 | -7.1 | 0.0 | 107.0 | 105.5 | O=C1CC(c2ccc(F)cc2)Cc2nc(N3CCOCC3)ncc21 (stereo unspecified)
99.5 | 91.8 | 92.7 | 8.7 | -3.8 | 0.0 | 97.8 | 92.5 | CN(C)C1=NC[C@H](Cc2ccccc2)N1CCCCc1ccccc1
100.0 | 93.0 | 98.5 | -4.3 | 12.4 | 0.0 | 93.6 | 97.7 | CCCCc1nc(NCC2CCCO2)c(C#N)c2c1COC(C)(C)C2 (stereo unspecified)
107.3 | 102.3 | 109.3 | -7.7 | 7.2 | 0.0 | 92.8 | 104.7 | O=C(Cc1ccc(Br)cc1)NNC(=O)Nc1ccc(Cl)cc1
